Assay outcomes (PubChem)
mcGAS MS inh = mouse cGAS inhibition by mass spec | Q8C6L5 | recombinant mouse cGAS, cGAMP by RapidFire MS | inhibition, % at 12.5 µM | actives 0.18% (n = 130,000) | AID 1259397;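 active = inhibition of cGAS enzyme activity at or above 60%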;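 note: enzyme stimulated by 45 bp dsDNA with ATP and GTP substrates; cGAMP share of summed cGAMP plus half ATP and half GTP signals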
Target sequence (Q8C6L5 whole entry, looked up): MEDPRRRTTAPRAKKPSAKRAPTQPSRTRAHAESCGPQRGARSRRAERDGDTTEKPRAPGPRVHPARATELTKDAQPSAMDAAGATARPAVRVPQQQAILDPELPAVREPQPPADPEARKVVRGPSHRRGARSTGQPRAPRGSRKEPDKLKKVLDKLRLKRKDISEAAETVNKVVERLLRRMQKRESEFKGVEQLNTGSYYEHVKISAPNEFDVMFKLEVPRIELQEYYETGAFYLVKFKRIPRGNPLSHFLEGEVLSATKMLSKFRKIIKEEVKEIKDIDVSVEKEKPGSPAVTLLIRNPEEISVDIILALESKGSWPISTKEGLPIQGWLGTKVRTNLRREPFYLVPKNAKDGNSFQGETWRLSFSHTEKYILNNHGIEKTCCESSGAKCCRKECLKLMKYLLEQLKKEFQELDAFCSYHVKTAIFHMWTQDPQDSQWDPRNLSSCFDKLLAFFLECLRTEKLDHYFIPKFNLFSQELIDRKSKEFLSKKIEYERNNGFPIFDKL
Numbers without * were called inactive; & = joins results of further samples.

The first 6 entries as a preview:
SMILES	mcGAS MS inh
COCCN1CCC(CN(CC2CCCO2)C(=O)c2c(C)nc3ncccn23)CC1 (configuration not stated)	3
CC1Oc2ccccc2OC1C(=O)Nc1cccc(S(=O)(=O)N(C)C)c1 (configuration not stated)	1
CN=c1scc(-c2ccc(OC(F)F)cc2)n1N=Cc1ccc(OC)c(OC)c1OC	-6
CCC(C(=O)NCCn1ncccc1=O)c1ccccc1 (configuration not stated)	-4
Cc1cc(N2CCCCC2)nc(NCCNC(=O)/C=C/c2ccccc2)n1	-3
COCCn1c(=O)c2c(nc3n(-c4ccccc4Cl)c(C)c(C)n23)n(C)c1=O	-5

Results, previewed entries included:
SMILES	mcGAS MS inh
COCCN1CCC(CN(CC2CCCO2)C(=O)c2c(C)nc3ncccn23)CC1 (configuration not stated)	3
CC1Oc2ccccc2OC1C(=O)Nc1cccc(S(=O)(=O)N(C)C)c1 (configuration not stated)	1
CN=c1scc(-c2ccc(OC(F)F)cc2)n1N=Cc1ccc(OC)c(OC)c1OC	-6
CCC(C(=O)NCCn1ncccc1=O)c1ccccc1 (configuration not stated)	-4
Cc1cc(N2CCCCC2)nc(NCCNC(=O)/C=C/c2ccccc2)n1	-3
COCCn1c(=O)c2c(nc3n(-c4ccccc4Cl)c(C)c(C)n23)n(C)c1=O	-5
CCOc1ccccc1NC(=O)CCc1c(C)nn(-c2nc(C)c(C)c(=O)[nH]2)c1C	-1
CC(C)CN1CC(C(=O)N2CC(c3ccncc3)C2)CC1=O (configuration not stated)	-3
Fc1ccc(-c2[nH]ncc2CN2CC3C[C@@H]4CC2C[C@H](C3)C4)c(F)c1	-7
CSc1ccc(C(=O)N2CCCC(Nc3ccc(F)cc3)C2)cc1 (configuration not stated)	-15&0
CN(C)c1ncccc1N(C)C(=O)c1ccc(C(F)(F)F)cc1	-3
O=C(NC1CC1)C1CCN(C2CCN(C(=O)Cc3c[nH]c4ccccc34)CC2)CC1	-5
CCc1c(C(=O)N2CCC3(CCOCC3)CC2)[nH]c2ccccc12	-5
CC(=O)NCCNc1nc(NC(C)C)nc2cc(-c3ccccc3)sc12	2
CNS(=O)(=O)c1ccc(-c2nccn2CC2OCCc3ccccc32)cc1 (configuration not stated)	-9
Cc1sc2ncnc(N3CCN(Cc4ccc(Cl)cc4)CC3)c2c1C	-6
CCOC(=O)N1CCN(c2nc(C)c3c(n2)CC(c2ccco2)CC3=O)CC1 (configuration not stated)	2
Nn1ccc2c(nnc3ccnn32)c1=O	-13
CN1CCN2CCN(Cc3ccc(Sc4ncn[nH]4)o3)CC2C1=O (configuration not stated)	1
CN=Cc1c(Cl)ncn1-c1ccccc1	-7
Cc1c(Sc2nnnn2C(C)(C)C)c(=O)[nH]c2ccccc12	-4
COC(C)c1cccc(-c2cnn(CC(=O)Nc3ccnn3CC3CC3)c2)c1 (configuration not stated)	4
Cc1cc(CC(C)NC(=O)c2cccc(CC3CCNCC3)c2)n[nH]1 (configuration not stated)	-11
O=C(c1ccc2nc(C3CC3)oc2c1)N1CC=C(c2ccccc2)CC1	-5
CCCCOc1ccc(C(=O)Nc2c(C)nc3cccc(C)n3c2=O)cc1	-7
CCCCn1nc(C)c(CNC2CCc3ncnn3C2)c1Cl (configuration not stated)	-5
CCOC(=O)C(c1n[nH]c(C2CC2)n1)C1CCCCC1 (configuration not stated)	-19
O=C(N=C1c2ccccc2CN1c1ccc2c(c1)OCO2)c1ccco1	6
Cc1c(C(C)NC(=O)C(C)Oc2ccccc2)cnn1C (configuration not stated)	-4
COc1ncccc1C(=O)NC1CC(=O)N(CCc2cccc(Cl)c2)C1 (configuration not stated)	-3
Cc1c(C(C)Nc2nncc(-c3cccc(F)c3)n2)cnn1C (configuration not stated)	-8
CC(C)CCNS(=O)(=O)c1ccc(NCc2cccnc2)nc1	2
CNc1cc(C(=O)N(C)CC(=O)Nc2ccc(C)cn2)cc(Cl)n1	-50
CN(Cc1cccc(O)c1)C(=O)CCNC(=O)c1ccc2ccccc2c1	-9
CC1(C(=O)NS(=O)(=O)c2ccc(Br)cc2)CCN1C(=O)Cc1cccs1 (configuration not stated)	6
COC(=O)C1CCN(C(c2ccc(Br)cc2)C2Sc3nc(C)nn3C2=O)CC1 (configuration not stated)	-7
C=CCN1C(=O)c2ccc(C(=O)Nc3ccc(F)cc3Cl)cc2C1=O	-6
O=C(CN1CCSC1=O)Nc1ccc(OCC(F)(F)F)cc1	-10
Cc1nn(C)c(C)c1NC(=O)c1cccc(CN2CCc3ccccc3C2)c1	-21
Clc1ccccc1-c1noc(CSc2ncnc3sccc23)n1	-6
CCOC(=O)N1CCN(C(=O)CC2(c3ccccc3OC)CC(=O)N(C)C2=O)CC1 (configuration not stated)	-7
Cn1nc([N+](=O)[O-])c(C(C#N)c2nc3ccccc3o2)c(Cl)c1=O (configuration not stated)	-11
CC(Oc1ccc2c(c1)OCO2)C(=O)NCCCn1nc(-c2ccccc2)ccc1=O (configuration not stated)	5
Cc1[nH]ccc2c1[nH]c1cc(=O)ccc12	5
O=C(NCc1ccc2c(c1)OCO2)C1=Cc2cc(Cl)ccc2OC1	-1
CC(C)c1ccc(-c2nc(S(C)(=O)=O)nc3nn(Cc4ccccc4)c(N)c23)cc1	-3
NC(=O)c1cnc2n1CCN(C(=O)c1ccc(-n3ccnc3)cc1)C2	-16
CCOc1ccc(/C=C/C(=O)NCc2ccc(OC)nc2)cc1	-5
O=C(C1CC1)N1CCC(N2CCCC(C(=O)N3CCc4sccc4C3)C2)CC1 (configuration not stated)	-9
CC(C)Cn1c(N)cc(=O)n(C)c1=O	-7
CN1CCc2c(sc(NC(=O)C3COc4ccccc4O3)c2-c2nc3ccccc3s2)C1 (configuration not stated)	-3
CCOc1ccc(C)cc1S(=O)(=O)Nc1ccc(Cl)cc1	6
CCc1sc(C(=O)OC(C)C(=O)Nc2cc(C)no2)cc1C (configuration not stated)	-5
O=C(NCC1CCCN(Cc2ccsc2)C1)c1ccco1 (configuration not stated)	-3&3
C=CCN1CC(c2nc3ccccc3n2C(C)c2ccccc2)CC1=O (configuration not stated)	-2
C=CCCC(=O)N1CCc2ccc(NC(=O)c3ccc(C(F)(F)F)cc3)cc2C1	-6&-1
CCN1CCN(C(=O)CCC2CCN(C(=O)/C=C/c3ccccn3)CC2)CC1	-10
CN(C)Cc1nnc(C(=O)N2CCC(N(C)C)C2)o1 (configuration not stated)	-11
CCNC(=O)NC(=O)COC(=O)c1cc(C)oc1C	-4
CS(=O)(=O)c1cccc(C(=O)N2CCN(S(=O)(=O)c3ccccc3)CC2)c1	-6

(cont.)
SMILES	mcGAS MS inh
Cc1ccc2oc3c(c(=O)c2c1)C(c1ccccc1)N(c1nccs1)C3=O (configuration not stated)	-11
O=C(c1ccc(Cl)c(S(=O)(=O)N2CCCCCC2)c1)N1CCCC1c1nc2ccccc2[nH]1 (configuration not stated)	-8
Cn1nnc2c(SCc3ccc(C(F)(F)F)cc3)ncnc21	-12
O=C(NCCCl)N1CCn2cccc2C1c1ccc(F)cc1 (configuration not stated)	-15
CC(C)N(Cc1ccccc1)C(=O)c1cccc(S(C)(=O)=O)c1	3
Cc1cc(C=NNC(C)(C)C)c(C)n1-c1ccc(I)cc1	2
Cn1c2c(c(=O)n(C)c1=O)CN(CCN1CCNCC1)CN2	-14
Cc1ccccc1-n1cnc(Cl)c1C(=O)O	0
CC(C)Oc1ccc(F)cc1NC(=O)N1CCC2(CC1)OCCO2	-1
O=C(C=C(O)c1cccc(C(O)=CC(=O)C(F)(F)F)n1)C(F)(F)F	33
O=C(COc1ccc2ccccc2c1)NN=Cc1ccc([N+](=O)[O-])cc1	-15
COc1cc(C=C(C#N)S(=O)(=O)c2ccc(Cl)cc2)cc(Cl)c1O	-13
c1sc(NCC2CCCO2)nc1C12CC3CC(CC(C3)C1)C2 (configuration not stated)	-6&0
O=C(CCc1ccc(S(=O)(=O)N2CCOCC2)cc1)NC1CCCCCCC1	-13&-3
COc1ccc(CCSc2nnc(N)s2)cc1	-5
Cc1cc(NC(=O)c2ccc(OC(F)(F)F)cc2)n[nH]1	-2
O=C(COC(=O)c1ccccc1NCc1ccco1)NC(=O)C1CCCCC1	-4
Brc1cccc(-c2nnc(SCc3nc4ccccc4[nH]3)o2)c1	-12
CC(NC(=O)c1cc(Cl)ccn1)c1cccc(OC(F)F)c1 (configuration not stated)	1
COc1cccc(CC2(CO)CCN(c3nnnn3-c3ccccc3)CC2)c1	-15
O=C(CCC(F)(F)F)N1CCCC(N2CCN(c3cccc(Cl)c3)CC2)C1 (configuration not stated)	4
CC(c1ccccn1)N(C)C(=O)Cn1cc(C(F)(F)F)ccc1=O (configuration not stated)	-43
COC(=O)CN(C)Cc1cnc(S(C)(=O)=O)n1CC(C)C	-5
CCc1nc(NC(=O)NCCc2nc(-c3ccccc3)cs2)nn1C	-15

Quoted at random: three entries already listed, in no set order.
SMILES	mcGAS MS inh
O=C(CCc1ccc(S(=O)(=O)N2CCOCC2)cc1)NC1CCCCCCC1	-13&-3
O=C(CCC(F)(F)F)N1CCCC(N2CCN(c3cccc(Cl)c3)CC2)C1 (configuration not stated)	4
CC(c1ccccn1)N(C)C(=O)Cn1cc(C(F)(F)F)ccc1=O (configuration not stated)	-43

New compounds follow.
SMILES	mcGAS MS inh
O=C1C(=Cc2ccccn2)SC(=S)N1CC1CCCO1 (configuration not stated)	-3
Cc1ccc(F)cc1-c1nc(NCC2CC2)nc2ccsc12	4
CN(C)C(CNC1CCC(C#N)(c2ccccc2)CC1)c1c(F)cccc1Cl (configuration not stated)	12
O=C(CSc1ccc(-c2ccc(-n3ccnc3)cc2)nn1)NC1CCCCC1	-7
CCN1CCc2nc(NC(=O)C3CCC(C(C)(C)C)CC3)sc2C1 (configuration not stated)	-11
Cc1c(C(=O)N=c2sccn2C)[nH]c2c1C(=O)CCC2	3
Cc1nonc1CN(C)C(=O)CC1C(=O)NCCN1Cc1cccc(Oc2ccccc2)c1 (configuration not stated)	-5
O=C(NCC1CCCO1)C(=O)NC1CC1 (configuration not stated)	-8
CC(C)S(=O)(=O)C(C)C(=O)NCCOc1ccc(C(F)(F)F)cc1 (configuration not stated)	-1
CC12CCCCC1c1ccccc1C(CC(N)=O)=N2 (configuration not stated)	-4
CC(C)Cc1cc(CN2CCCC(OCc3cccnc3)C2)[nH]n1 (configuration not stated)	34
Cc1cc(C(=O)N2CCC2(C)C(=O)Nc2ccc3[nH]ncc3c2)nn1C (configuration not stated)	-11
COc1cc(Cn2nc(C(C)C)c3cnn(-c4ccccc4)c3c2=O)cc(OC)c1	-10
CC(=O)N1CN(CCN2CCOCC2)Cc2c1sc1c2CCCC1	1
CS(=O)(=O)OCCCCOS(C)(=O)=O	2&9
Cn1nc(Nc2ccccc2N)cc1-c1ccccc1	-1
Cc1ccc(-n2cnnn2)c(S(=O)(=O)N2CCOCC2)c1	-6
CC(C)CCn1cnc2c1c(=O)n(CC(=O)N1CCNC1=O)c(=O)n2Cc1ccccc1	-10
Cc1ccc(F)cc1NC(=O)N1CCOC2(CNCCOC2)C1 (configuration not stated)	-13
COc1ccc(N(Cc2nnc3n2CCCCC3)C(=O)Nc2cccc(C)c2)cc1OC	-3
CCc1nc(C)cc(N2CCCC(C(=O)c3cccnc3)C2)n1 (configuration not stated)	-20
O=C(Nc1cccnc1)C1(c2cccc(Br)c2)CCCC1	-14
Cc1c(C)c(C)c(S(=O)(=O)N2CCN(C3CCOC3=O)CC2)c(C)c1C (configuration not stated)	-9
CCNC(=O)CNC(=O)C1CCN(S(=O)(=O)c2ccc3c(c2)OCCO3)CC1	-7
OCc1ccc(CN2CCCC(COc3ccccc3F)C2)o1 (configuration not stated)	-8
OCC1(Cc2cccc(F)c2)CCN(c2cnccn2)CC1	6
NCc1ccnc(N2CCN(c3ccc(F)cc3)CC2)c1	0
CN(CC(O)COc1ccc(Cl)cc1Br)C1CCCC1S(C)(=O)=O (configuration not stated)	11
CCN(CC(=O)Nc1c(F)cccc1F)C(=O)c1cc(C)oc1C	-2
Cn1c(=O)c2c(ncn2CC(O)CO)n(C)c1=O (configuration not stated)	1
Cc1cccc(Cn2nc(-c3cc(C)ccc3C)ccc2=O)c1	-10
CC(C)c1csc(C(=O)Nc2ccc(CS(C)(=O)=O)cc2)n1	-10
CCCCNC(=O)CS(=O)Cc1ccc(C(C)(C)C)cc1 (configuration not stated)	-5
COc1ccc(S(=O)(=O)NCc2ccsc2)c(C)c1	-17
Cc1cc(CN(C)C(=O)CCCn2nnnc2CN2CCC(C)CC2)n[nH]1	5
Cc1cc(C)n(-c2ccc(SC3CCCCNC3=O)nn2)n1 (configuration not stated)	4

Seven successive records out of the list so far, for reference:
SMILES	mcGAS MS inh
OCc1ccc(CN2CCCC(COc3ccccc3F)C2)o1 (configuration not stated)	-8
OCC1(Cc2cccc(F)c2)CCN(c2cnccn2)CC1	6
NCc1ccnc(N2CCN(c3ccc(F)cc3)CC2)c1	0
CN(CC(O)COc1ccc(Cl)cc1Br)C1CCCC1S(C)(=O)=O (configuration not stated)	11
CCN(CC(=O)Nc1c(F)cccc1F)C(=O)c1cc(C)oc1C	-2
Cn1c(=O)c2c(ncn2CC(O)CO)n(C)c1=O (configuration not stated)	1
Cc1cccc(Cn2nc(-c3cc(C)ccc3C)ccc2=O)c1	-10

(cont.)
SMILES	mcGAS MS inh
Cc1ccc(OC(C)C(=O)Nc2ccnn2C(C)C)cc1 (configuration not stated)	-7
Cc1nn(-c2ccc(N3CCCC3)nn2)c2c1C(c1cccc(O)c1)CC(=O)N2 (configuration not stated)	2
CCn1cc(NC(=O)Nc2ccccn2)c2ccccc21	-5
CC(C)(N)c1cn(C2CCN(Cc3cccn3-c3ncccn3)CC2)nn1	1
CN(Cc1ccc2c(c1)OCCO2)C(=O)Nc1ccc(F)cc1F	-2
CCc1ccc(CN(Cc2ccccc2OC)C2CC2)nc1	-15
O=S(=O)(NCC1CC2c3ccccc3C1c1ccccc12)c1cccs1 (configuration not stated)	-2
CC(CC(=O)N(C)Cc1cccn1C)c1ccc(F)cc1 (configuration not stated)	4
CC=CCn1c(SCCCCCCC)nc2c1c(=O)[nH]c(=O)n2C	-3
O=C(CCC1CCN(C(=O)c2cccnc2)CC1)Nc1ccc(F)c(Cl)c1	-5
Cc1nc2ccccc2c(=O)n1CCC(=O)NCc1cccs1	0
CC(C)(C)OCCN1CCCCC1c1cn[nH]c1 (configuration not stated)	-6
Cc1cc(C)cc(C(O)c2ncc(-c3ccccc3C)[nH]2)c1 (configuration not stated)	-10

The list is partial (hit frequency here may not be typical).
